# XiGFP reactiv: activators of inactive X chromosome reactivation, primary screen, imaging, XiGFP fibroblasts, GFP high-content imaging, set 2 | AID 743238, 2013 | activation, % at 7.58 µM | XiGFP mouse fibroblasts, % GFP-positive cells imaging, 3 d; cells co-treated with 5-aza-dC sensitizer; scaled so ellipticine positive control = 100% | 360,000 compounds, 0.055% hits;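 active = mean normalized replicate activation at least 10% and every replicate at or above 10%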;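 also: 0% = median of on-plate neutral control wells and 100% = ellipticine 6 µM median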
#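 Material: XiGFP fibroblasts, SV40-immortalized. Buffer or medium: DMEM plus 5-aza-dC sensitizer. Compound: single concentration per compound, delivered by pin transfer. Times: 3 days compound exposure. Controls: ellipticine 6 µM.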
# ERAP1 HTS inh: human ERAP1 aminopeptidase inhibitors, primary screen, biochemical, single point, plate reader; Endoplasmic reticulum aminopeptidase 1 (Homo sapiens), Q9NZ08; inhibition, % at 10.7 µM; 340,000 compounds, 0.15% hits; AID 652197, 2013; recombinant ERAP1, Leu-AMC fluorescence, 60 min;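 active = mean replicate inhibition of at least 30%, or all replicates individually reaching that 30% level; inactive = mean below 30% and not every replicate reaching it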;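 also: 0% = neutral control wells and 100% = L-leucinethiol positive control wells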
# Target sequence (Q9NZ08 whole entry, looked up): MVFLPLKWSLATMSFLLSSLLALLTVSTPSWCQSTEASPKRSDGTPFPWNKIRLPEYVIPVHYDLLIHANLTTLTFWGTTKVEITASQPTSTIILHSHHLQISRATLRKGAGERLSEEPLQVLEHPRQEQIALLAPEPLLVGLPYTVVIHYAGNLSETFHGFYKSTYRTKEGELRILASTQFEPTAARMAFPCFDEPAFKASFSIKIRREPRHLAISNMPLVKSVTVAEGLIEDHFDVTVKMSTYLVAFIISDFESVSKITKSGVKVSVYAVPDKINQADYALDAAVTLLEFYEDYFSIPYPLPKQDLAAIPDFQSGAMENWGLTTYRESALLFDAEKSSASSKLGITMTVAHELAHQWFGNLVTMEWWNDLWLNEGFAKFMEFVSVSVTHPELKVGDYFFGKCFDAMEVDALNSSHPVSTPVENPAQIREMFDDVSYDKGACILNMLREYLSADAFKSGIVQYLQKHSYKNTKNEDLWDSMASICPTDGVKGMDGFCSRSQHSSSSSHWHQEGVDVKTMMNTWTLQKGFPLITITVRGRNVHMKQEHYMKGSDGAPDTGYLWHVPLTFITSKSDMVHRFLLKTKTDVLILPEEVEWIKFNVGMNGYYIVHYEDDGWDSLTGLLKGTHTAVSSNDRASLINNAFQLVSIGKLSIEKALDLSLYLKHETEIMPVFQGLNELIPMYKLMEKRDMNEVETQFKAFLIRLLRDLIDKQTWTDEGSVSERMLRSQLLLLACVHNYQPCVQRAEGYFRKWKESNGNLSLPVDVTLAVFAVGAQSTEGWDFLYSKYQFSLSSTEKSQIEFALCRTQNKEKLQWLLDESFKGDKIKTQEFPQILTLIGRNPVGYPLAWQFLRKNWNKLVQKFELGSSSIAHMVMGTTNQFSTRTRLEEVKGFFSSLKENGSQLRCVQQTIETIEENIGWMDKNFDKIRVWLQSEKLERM
# S100A4 inh HTS: inhibitors of S100A4-myosin IIA peptide binding, primary screen, biochemical, fluorescence polarization, TAMRA-MyoIIA peptide | Protein S100-A4 (Homo sapiens), P26447 | inhibition, % at 10.7 µM | 360,000 compounds, 0.14% hits;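 active = mean inhibition of at least 70% across replicates, with every replicate also reaching that level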
# Target sequence (P26447 whole entry, looked up): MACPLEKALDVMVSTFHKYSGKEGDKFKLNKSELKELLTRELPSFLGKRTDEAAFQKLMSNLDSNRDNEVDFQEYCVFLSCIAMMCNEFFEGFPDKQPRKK
#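 Material: S100A4 monomer protein / Buffer or medium: 50 mM HEPES pH 7.2, 10 mM CaCl2, 100 mM KCl / Times: 5 min incubation before reading / Benchmarks: neutral control DMSO, positive control TFP / Reagent: labelled myosin peptide probe, 5 nM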
# RAD52 inh: RAD52 DNA annealing inhibitors, primary screen, biochemical, FRET, single point, set 2; DNA repair protein RAD52 homolog (Homo sapiens), P43351; recombinant RAD52 DNA annealing, FRET fluorescence; inhibition, % at 18.7 µM; 360,000 compounds, 0.46% hits; AID 651710, 2012;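 active = every replicate showing at least 50% inhibition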
# RAD54 inh: inhibitors of human RAD54 branch migration, primary screen, biochemical, fluorescence, single point | RAD54 Holliday junction branch migration, FAM/BHQ fluorescence | inhibition, % at 10.4 µM | 360,000 compounds, 0.14% hits | AID 602329, 2012;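 active = mean normalized replicate activity at least 40 and at least half of replicates scoring 40 or more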;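 also: 0% = median of neutral control wells and 100% = median of positive control wells; inhibitors cause a drop in the FAM fluorescence signal; in these data hits start at about 50%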
# E-selectin induc: E-selectin induction in HUVECs, primary screen, imaging, HUVEC, immunofluorescence imaging, single point. P16581. 260,000 compounds, 0.37% hits. normalized: neutral wells 0, TNF-alpha wells 100. activation, % at 7.58 µM. AID 686992, 2013;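 active = mean E-selectin-positive cell signal at least 10% of the positive control, reached in at least 60% of replicates, without over 20% cell loss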;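 also: in these data hits start at about 27%; measured in HUVEC primary endothelial cells; signal is the percent of cells scored E-selectin positive by PE staining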
#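 Test system – human umbilical vein endothelial cells (HUVEC), E-selectin induction · Input – 3,000 HUVEC seeded per well · Buffer or medium – EGM-2, gelatin · Compound dosing – single-point compound dose · Detection – immunofluorescence imaging · Measure – percent E-selectin-positive cells · Controls – TNF-alpha high, DMSO low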
# esBAF inh: Bmi1 luciferase reporter increase in mESCs, primary screen, esBAF inhibitor project, mouse ES cells, Bmi1 luciferase knock-in, single point | 24 h; 100% = twice the neutral-well signal | reporter increase, % at 12.5 µM | 350,000 compounds, 2% hits; in the data active = activation above about 40%;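 also: 0% = median of the plate's neutral control wells and 100% = double that signal; a rise in the Bmi1 reporter signal indicates esBAF inhibition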
# ERp5 block: inhibitors of ERp5-driven insulin aggregation, primary screen, biochemical, turbidity, absorbance 650 nm, single point. inhibition, % at 9.99 µM. AID 651711, 2012. 90 min. 350,000 compounds, 0.05% hits. Protein disulfide-isomerase A6 (Homo sapiens), Q15084;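 active = mean replicate inhibition above about 25%, with every replicate also reaching it, limit read from the data, passing the limit was not always enough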
# Numbers without * were called inactive; / = no result given; & = joins results of further samples.
SMILES,XiGFP reactiv,ERAP1 HTS inh,S100A4 inh HTS,RAD52 inh,RAD54 inh,E-selectin induc,esBAF inh,ERp5 block
COc1ccc(Nc2oc(COc3ccccc3OC)nc2C#N)cc1,0.0,2,-2,-18,/,-1.2,/,-2
O=C(CCCn1c(=O)[nH]c2ccsc2c1=O)Nc1ccc(F)cc1,/,/,6,-17,-4,0.0,-2,4
CCOc1ccccc1C(=O)NCCNC(=O)c1ccccc1OCC,0.0,-1,-1,-6,/,/,/,/
O=C(NCCN1CCC(n2c(=O)[nH]c3ccccc32)CC1)c1cccc(F)c1,0.1,-4,-9,-10,/,-0.2,/,-6
CC(C)C[C@@H](CO)NC(=O)CC[C@H](NC(=O)OC(C)(C)C)C(=O)N(Cc1ccccc1)Cc1ccccc1,0.0,-2,5,-14,8,0.0,7,-3
NC(=O)c1cccnc1Nc1ccccc1Cl,0.0,-3,0,-8,/,/,/,3
CNC[C@H]1OCCCC[C@@H](C)Oc2ccc(NC(=O)Nc3ccccc3)cc2C(=O)N([C@H](C)CO)C[C@H]1C,0.8,/,-6,3,1,/,4,0
CSc1n[nH]c(=S)n1N,-0.1,15,14,-14,-8,2.7,-14,-3
C/C(=N\NC(=O)c1c(Br)c(C)nn1C)c1cccc(NC(=O)c2ccccc2C)c1,0.0,-4,3,-18,/,/,/,-6
O=C(NCc1ccco1)c1cnn2c(C(F)(F)F)cc(-c3ccccc3)nc12,/,2,-1,-14,-11,/,-11,-2
CC(C)(C)OC(=O)N1CCCC(C(=O)Nc2ccc(C(=O)NC3CC3)cc2)C1 (centres undefined),0.0,0,-2,-6,-6,/,-1,-1
CCn1cc(C(=O)Nc2ncccc2O)c(=O)c2cc(F)c(N3CCN(C(=O)c4ccco4)CC3)cc21,0.0,-1,0,-28,7,/,6,0
CN(CC(=O)Nc1ccc(N2CCOCC2)cc1)C(=O)COc1ccccc1F,0.1,-1,-3,-1,-7,/,-3,2
O=C(Nc1ccc(Cl)cc1)N1CCCN(c2ccc(C(F)(F)F)cc2[N+](=O)[O-])CC1,0.3,0,-2,-9,-1,7.8,/,5
CC(=O)Nc1cccc(-c2ccnc3c2CC(C(=O)Nc2cccc(Oc4ccccc4)c2)O3)c1 (centres undefined),0.1,-3,-2,-5,11,-0.2,1,0
CN(C)c1ccc(C=NNC(=O)c2cccnc2)cc1,0.1,2,-2,-11,/,-0.2,/,-1
O=c1cc(Cc2nnc(SCc3ccccc3)n2-c2ccc(Cl)cc2)[nH]c(=O)[nH]1,0.0,2,8,-10,/,/,-5,1
CN(C)S(=O)(=O)c1ccc2c(c1)Cc1cc(S(=O)(=O)N(C)C)ccc1-2,0.4,-2,-4,-15,2,0.0,-5,3
O=C(O)c1ccc(-c2nc(-c3ccccc3)c(-c3cccs3)[nH]2)cc1,0.4,-2,5,-13,/,/,-5,1
CN(CC(=O)NCc1ccccc1)Cc1ccc(Cl)cc1,0.3,-1,2,-2,0,-0.1,5,0
O=C(C[C@H]1CC[C@@H](NC(=O)Cc2ccccn2)[C@@H](CO)O1)NCCCN1CCOCC1,-0.3,-14,0,0,-9,0.3,5,1
Cn1c(=NC(=O)C2=NNC(=O)CC2)sc2ccccc21,-0.1,8,-1,-20,/,/,/,-2
CC=Cc1ccc2n(c1=O)C[C@@H]1[C@@H](CO)[C@H](C(=O)NCCc3cn(C)cn3)N(C(=O)C3CCCC3)[C@H]21 (mixture of isomers),0.5,0,-20,-8,/,0.0,/,1
CC(NC(=O)c1ccco1)C(c1cccs1)N1CCN(c2ccccc2)CC1 (centres undefined),0.3,6,-1,-12,3,1.8,-1,3
CC(=O)c1ccc(N2CCN(C(=O)c3ccc(Cl)c(NC4=NC5CS(=O)(=O)CC5S4)c3)CC2)cc1 (centres undefined),0.0,4,-4,-22,-8,/,0,-1
Cc1ccccc1CSCCNC(=O)Nc1ccccc1,0.1,-1,-10,-9,/,-6.2,-7,6
CCC(=O)Nc1ccc2c(c1)OC[C@H](C)N(C(=O)NC(C)C)C[C@@H](C)[C@H](OC)CN(C)C2=O,0.0,0,8,-3,-2,0.4,-1,3
CCOC(=O)C1CCN(C(=O)C2(NC(=O)Nc3ccccc3C)CCCCC2)CC1,0.0,-3,10,-9,8,/,1,0
O=C(O)C1CCC(N2C(=O)C3C4CCC(C4)C3C2=O)CC1 (centres undefined),0.0,0,5,-14,/,/,/,1
CCN(CC)S(=O)(=O)c1ccc(N2CCOCC2)c(NC(=O)c2ccc3c(c2)OCCO3)c1,0.2,2,3,-17,/,1.6,1,1
CC(Oc1cccc(Br)c1)C(=O)NNC(=O)CCS(=O)(=O)c1ccccc1 (centres undefined),0.0,2,8,-18,2,-0.2,-10,0
O=C(NCc1ccccc1)[C@@H]1CCCN1C(=O)[C@H]1CCCN1C(=O)C1CCCCC1,-0.1,-2,1,2,/,-0.3,/,-1
CCOC(=O)N1CCC(NC(=O)c2cnn3c(C(F)(F)F)cc(-c4cccc(OC)c4)nc23)CC1,/,6,-2,-5,/,/,/,4
O=C(NCc1ccccc1)C1=C[C@H](c2csc3ccccc23)C[C@H](OCc2ccc(CO)cc2)O1,0.0,-1&-3,5&4,-14&-151,-7&5,-0.2,-7,1&7
CCN1[C@@H]2c3ccc(-c4ccccc4)c(=O)n3C[C@@H]2[C@@H](CO)[C@@H]1C(=O)NCC1CC1,-0.1,0,2,-2,0,-0.2,-2,0
Cn1cnc(S(=O)(=O)N2CCCCN3[C@H](CO)[C@H](c4ccc(C#CC5CCCC5)cc4)[C@H]3C2)c1,0.1,4,-6,19,2,-0.1,-10,-4
COc1ccccc1-c1cn(CC[C@H]2CC[C@@H](NC(=O)C3CCOCC3)[C@@H](CO)O2)nn1,-0.3,-1,3,-18,-3,-2.1,4,1
CCOc1ccc(NC(=O)CCc2c(C)noc2C)cc1OC,0.0,1,-20,-16,-3,-0.6,1,5
CCOc1ccc(NC(=O)C(NC(=O)C2CCC(C)CC2)C(C)C)cc1 (centres undefined),/,/,0,-13,14,0.2,-1,10
CCOc1ccc(C(C)=O)cc1COC(=O)CNC(=O)c1cccs1,-0.1,4,2,-22,7,-2.0,/,-1
CCc1nc(N2[C@H](C#N)[C@@H](c3ccccc3-c3ccccc3C)[C@@H]2CO)sc1C,0.0,-2,50,3,/,0.0,/,-2
Cc1ccc(S(=O)(=O)N[C@@H]2C=C[C@@H](CC(=O)NC3CCCCC3)O[C@@H]2CO)cc1,0.1,-5,0,9,0,-0.1,-1,3
CN(C)CCCNC(=O)C[C@@H]1CC[C@H]2[C@@H](COc3ccc(NC(=O)c4ccccc4F)cc3C(=O)N2C)O1,0.2,-3,5,1,5,22,9,2
COc1ccc(CC(CC(=O)O)C(=O)NCc2ccccc2)cc1 (centres undefined),0.1,-3,15,15,8,-0.6,-1,-2
C[C@H]1CN([C@@H](C)CO)C(=O)Cc2cc(NS(=O)(=O)c3cccs3)ccc2O[C@@H]1CN(C)C(=O)Nc1ccccc1,0.0,2,3,-3,4,-0.3,3,17
O=C(CCn1c(=S)[nH]c2ccccc2c1=O)NCCc1ccccc1,0.0,-1,3,-11,/,/,/,-8
COCCn1c(C)cc(C(=O)COC(=O)c2ccc([N+](=O)[O-])o2)c1C,0.0,-2,3,-8,3,0.0,-13,3
CC(=O)N(C)C[C@@H]1Oc2ncc(C#Cc3ccccc3F)cc2C(=O)N([C@H](C)CO)C[C@H]1C,-0.2,-2,-9,9,2,-0.5,1,-7

# A draw from above in order of SMILES length, smallest number first:
SMILES,XiGFP reactiv,ERAP1 HTS inh,S100A4 inh HTS,RAD52 inh,RAD54 inh,E-selectin induc,esBAF inh,ERp5 block
O=C(O)C1CCC(N2C(=O)C3C4CCC(C4)C3C2=O)CC1 (centres undefined),0.0,0,5,-14,/,/,/,1
CC(NC(=O)c1ccco1)C(c1cccs1)N1CCN(c2ccccc2)CC1 (centres undefined),0.3,6,-1,-12,3,1.8,-1,3
Cn1cnc(S(=O)(=O)N2CCCCN3[C@H](CO)[C@H](c4ccc(C#CC5CCCC5)cc4)[C@H]3C2)c1,0.1,4,-6,19,2,-0.1,-10,-4

# Next part.
SMILES,XiGFP reactiv,ERAP1 HTS inh,S100A4 inh HTS,RAD52 inh,RAD54 inh,E-selectin induc,esBAF inh,ERp5 block
Cn1c2ccccc2c2cc(/C=C(\NC(=O)c3ccccc3)C(=O)O)ccc21,0.3,/,2,-51,3,0.0,-2,-2
Cc1noc(C)c1S(=O)(=O)N(C)C[C@@H]1Oc2ccc(NS(C)(=O)=O)cc2CC(=O)N([C@H](C)CO)C[C@H]1C,-0.1,4,-2,4,0,0.3,-7,8
c1coc(CNc2nc(-c3cccs3)cs2)c1,0.0,4,-3,6,/,0.0,/,-1
COc1ccc(C(=O)Nc2ccccc2C(=O)O)cc1NC(=O)C(c1ccccc1)c1ccccc1,0.0,-1,10,-17,/,-0.1,25,3
O=C(CNC(=O)N1CC(=O)Nc2ccccc21)Nc1cc(Cl)ccc1Cl,0.1,0,-3,-2,10,/,-4,4
Cc1nn(-c2ccccc2)c(N2CCCC2)c1/C=N/NC(=O)c1cc(-c2cccs2)nc2ccccc12,0.3,5,0,-1,/,2.6,/,0
C[C@@H]1CCCCO[C@@H](CN(C)Cc2ccc(Cl)c(Cl)c2)[C@H](C)CN([C@@H](C)CO)C(=O)c2cc(NC(=O)Nc3ccc4c(c3)OCO4)ccc2O1,-1.2,-2,6,5,16,1.2,8,-4
CN1C(=O)c2cc(NC(=O)C3CCCCC3)ccc2OC[C@H]2O[C@H](CC(=O)NCC3CCCCC3)CC[C@H]21,0.0,3,58,9,/,0.1,/,0
C[C@@H]1CCCCO[C@@H](CN(C)CC2CC2)[C@H](C)CN([C@@H](C)CO)C(=O)c2cc(NC(=O)CCCN(C)C)ccc2O1,0.9,0,6,10,/,0.1,/,-5
CSc1ccc(NC(=O)/C=C/C(=O)O)cc1,-0.1,3,-8,-5,-7,0.9,16,0
CC1CN(C(=O)COC(=O)c2ccc(NC(=O)CC#N)cc2)CC(C)O1 (centres undefined),0.0,-1,-6,-43,/,0.0,/,1
CCc1nnc(NC(=O)c2ccc(C)o2)s1,0.0,-2,1,-6,4,-1.1,22,-3
O=C(O)COc1ccc(Br)cc1CP(=O)(c1ccccc1)c1ccccc1,0.0,-2,-1,-18,/,0.3,/,3
CC(=O)N(Cc1cccnc1)c1cccc(-c2nc3ccccc3s2)c1,-0.1,4,-15,4,-2,0.1,3,-3
CCn1cc(C(=O)O)c(=O)c2cc(F)c(N3CCN(S(=O)(=O)c4ccc(NC(C)=O)cc4)CC3)cc21,0.1,4,-17,32,/,/,/,0
COc1ccc(C(=O)NC(=S)Nc2ccc(N3CCOCC3)cc2)cc1Cl,0.1,-3,2,-18,-7,/,2,-3
CC(C)C1Oc2ccccc2N(CC(=O)NC2CCCCC2)C1=O (centres undefined),-0.1,-2,2,-11,-4,-0.2,4,1
CCCC#Cc1ccc([C@H]2[C@@H](CO)N3C(=O)CN(C(=O)Nc4cccc(F)c4)C[C@@H]23)cc1,0.1,-3,12,1,/,0.3,/,-2
CCC(=O)NC(=S)Nc1ccc(NC(=O)c2ccccc2[N+](=O)[O-])cc1,-0.1,-2,1,3,-4,/,/,6
